Assay outcomes deposited in PubChem BioAssay by several laboratories.
Mtb FBA inh: Mtb fructose-bisphosphate aldolase inhibition | P9WQA3 | purified M. tuberculosis FBA, fluorescence read-out | inhibition, % at 1 µM | hit rate 2.3% among 360,000; in the data active = inhibition above about 27%;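 note: 0% = vehicle and 100% = reference inhibitor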
Target sequence (P9WQA3 whole entry, looked up): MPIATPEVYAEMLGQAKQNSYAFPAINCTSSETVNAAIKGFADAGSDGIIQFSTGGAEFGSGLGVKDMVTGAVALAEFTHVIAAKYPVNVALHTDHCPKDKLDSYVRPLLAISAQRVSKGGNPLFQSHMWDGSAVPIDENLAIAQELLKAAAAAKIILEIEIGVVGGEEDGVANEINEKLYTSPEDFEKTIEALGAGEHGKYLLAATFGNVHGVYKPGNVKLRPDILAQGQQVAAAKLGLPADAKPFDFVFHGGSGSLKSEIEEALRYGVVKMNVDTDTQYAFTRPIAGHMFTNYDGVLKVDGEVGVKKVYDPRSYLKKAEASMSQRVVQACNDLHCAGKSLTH
Vc quorum ag: inducers of Vibrio cholerae quorum light production without autoinducers | V. cholerae BH1578 lux reporter, luminescence, 6 h | activation, % at 18.7 µM | hit rate 0.16% among 350,000 | AID 588436; in the data active = activation mostly above about 9.7%, no sharp cut-off; note: not every result past the cut was called active; inactives centre near 0; reference of the scale not given here
Mtb UGM inh: Mtb UDP-galactopyranose mutase inhibition. P9WIQ1. purified UGM, fluorescence polarization probe displacement. inhibition, % at 10 µM. hit rate 0.06% among 320,000. AID 504406; in the data active = inhibition above about 10%, passing the limit was not always enough
PriA SSB inh: K. pneumoniae PriA-SSBct interaction inhibition; AlphaScreen SSBct-PriA binding, biotinylated peptide; inhibition, % at 33 µM; hit rate 0.6% among 430,000; in the data active = inhibition mostly above about 37%, no sharp cut-off; inactive = mostly below about 20%;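 note: plate controls were negative control peptide for no effect and reference peptide for full effect; strong numbers were not always called active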
Rv3671c protease: Rv3671c (M. tuberculosis) protease inhibition; P9WHR9; inhibition, % at 5.96 µM; hit rate 0.048% among 320,000; in the data active = inhibition above about 38%;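 note: extracellular domain of Rv3671c used as enzyme; 0% = enzyme with DMSO and 100% = no enzyme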
Target sequence (P9WHR9 whole entry, looked up, the tested form may be a part): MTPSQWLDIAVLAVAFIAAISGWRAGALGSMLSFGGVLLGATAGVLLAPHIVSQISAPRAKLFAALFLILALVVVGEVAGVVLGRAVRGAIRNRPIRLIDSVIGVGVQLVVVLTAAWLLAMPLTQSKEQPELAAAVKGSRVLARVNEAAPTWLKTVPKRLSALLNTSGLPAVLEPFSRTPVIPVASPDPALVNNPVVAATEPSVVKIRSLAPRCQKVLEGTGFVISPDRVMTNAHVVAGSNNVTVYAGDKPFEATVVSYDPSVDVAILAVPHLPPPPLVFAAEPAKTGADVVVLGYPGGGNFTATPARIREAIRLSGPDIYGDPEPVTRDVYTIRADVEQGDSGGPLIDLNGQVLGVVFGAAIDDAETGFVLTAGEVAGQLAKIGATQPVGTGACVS
BioA inh: inhibitors of Mycobacterium tuberculosis BioA enzyme; inhibition, % at 9.99 µM; AID 602481; purified M. tuberculosis BioA enzyme, plate reader; hit rate 0.096% among 360,000; in the data active = inhibition above about 40%
VHR inh abs: inhibitors of human VHR1 phosphatase (DUSP3); recombinant VHR phosphatase, pNPP absorbance; AID 1654; P51452; inhibition, % at 13.3 µM; hit rate 0.52% among 290,000; in the data active = inhibition above about 50%; note: some compounds called inactive have numbers as strong as hits
Target sequence (P51452 whole entry, looked up): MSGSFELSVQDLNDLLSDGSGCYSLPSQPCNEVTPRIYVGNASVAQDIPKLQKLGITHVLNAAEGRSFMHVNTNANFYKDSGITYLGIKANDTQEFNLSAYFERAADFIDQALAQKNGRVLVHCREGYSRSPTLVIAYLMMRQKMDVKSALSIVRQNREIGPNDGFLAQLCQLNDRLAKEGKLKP
MazEF act: MazEF (E. coli) toxin RNase activation; activation, % at 20 µM; hit rate 0.32% among 350,000; FAM/BHQ RNA-DNA oligo cleavage fluorescence, 5 h; P0AE70; AID 504720; in the data active = activation above about 50%
Target sequence (P0AE70 whole entry, looked up): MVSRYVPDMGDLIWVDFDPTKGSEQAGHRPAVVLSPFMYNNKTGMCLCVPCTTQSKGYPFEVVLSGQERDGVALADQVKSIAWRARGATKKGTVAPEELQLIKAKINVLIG
3CLpro inhibitor: SARS-CoV 3CLpro protease inhibition; P0C6X7; recombinant SARS-CoV 3CLpro, quenched FRET peptide cleavage; inhibition, % at 6 µM; hit rate 0.14% among 290,000; AID 1706; in the data active = inhibition above about 12%
GDH-TPI counter: inhibits GDH-TPI coupling enzymes, artifact for Mtb FBA screen; hit rate 1.2% among 360,000; inhibition, % at 4.8 µM; GDH-TPI coupled enzyme counterscreen, NADH absorbance; in the data active = inhibition above about 30%;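 note: 0% = DMSO wells and 100% = wells lacking the enzyme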
Starred values were filed as active, the others as inactive; i = inactive; · = no result given; & = joins results of further samples. Only part of the results is shown, so the mix of outcomes need not match the whole.

SMILES	Mtb FBA inh	Vc quorum ag	Mtb UGM inh	PriA SSB inh	Rv3671c protease	BioA inh	VHR inh abs	MazEF act	3CLpro inhibitor	GDH-TPI counter
Cc1nonc1NC(=O)CSc1nc2cc(Cl)ccc2c2c1CCCC2	1	-0.9	2.1	-6	-5	·	18	-5	-1	3
CC(C)(C)NC(=O)C(c1ccc(Cl)cc1)N(CCO)C(=O)c1snc(C(N)=O)c1N (centres undefined)	1	-1.2	0.9	-10	1	-0.2	20	3	2	0
COc1ccc(Cl)cc1N/C(N)=N/c1nc(C)cc(C)n1	0	-0.2	2.5	·	7	-0.3	15	-1	2	1
O=C(Nc1ccccc1N1CCOCC1)c1cc(Cl)c2c(c1)OCO2	2	-0.7	3.2	-6	-8	0.1	·	12	·	-2
OCCCn1c(C2CCCN2c2nc(-c3ccc(F)cc3)cs2)nc2cc(C(F)(F)F)ccc21 (centres undefined)	-7	0.8	0.3	3	-4	4.8	·	-17	·	-4
COc1cccc(OC)c1C(=O)NNC(=O)c1ccccc1-n1cccc1	4	-1.4	0.6	1	-4	·	9	-25	4	6
COc1cc(NS(=O)(=O)c2ccc(NC(=S)NC(=O)COc3ccccc3OC)cc2)nc(OC)n1	1	-0.9	4.1	-8	-1	1.3	16	7	5	-7
CC(C)CN1C(=O)C(=O)N(CC(=O)NCCCc2ccccc2)C1=O	6	-0.2	·	·	·	-1.0	·	7	·	5
CCN(CC)S(=O)(=O)c1ccc2[nH]cc(C(=O)NCCc3ccc(OC)c(OC)c3)c(=O)c2c1	4	-0.2	-1.0	-31	-3	-0.8	3	8	0	11
Cc1cc(C(=O)N2CCCC(C(=O)c3cc(F)ccc3F)C2)c(C)o1 (centres undefined)	2	i	-3.9	-7	-3	·	18	4	5	10
CCOC(=O)[C@H]1[C@H]2COc3ccc(Cl)cc3[C@@H]2N2C(=O)CN(CC3CCCO3)C(=O)[C@@]12C (some centres undefined)	-1	i	0.1	-7	-3	0.1	·	4	·	7
OC(CCN1CCC2(CC1)OCCO2)C(F)(F)F (centres undefined)	2	i	4.0	-4	-7	·	32	0	-2	2
O=C(c1ccc(CS(=O)(=O)c2ccc(Br)cc2)o1)N1CCC2(CC1)OCCO2	-1	i	1.7	-20	0	1.8	11	8	-5	4
Cc1nc2ccc(NC(=O)NC(=O)c3c(Cl)cccc3Cl)cc2o1	-3	i	0.0	2	-1	·	17	-2	-3	-7
CC1CCC(C(C)C)C(OC(=O)COC(=O)c2ccccc2N)C1 (centres undefined)	14	i	-2.9	-16	-5	·	14	-1	1	7
Cc1c(Cl)cccc1NC(=S)NCC(C)C	1	-0.2	1.9	5	-4	·	3	9	0	-3
CN(C)N1C(N)=C(C#N)C(c2cccnc2)C2=C1CCCC2=O (centres undefined)	1	-1.1	-1.2	-5	2	0.0	24	4	4	14
Cc1ccc2nc(-c3ccc(NC(=O)Cc4cccs4)cc3)[nH]c2c1	17	i	3.8	-2	11	-1.0	32	21	6	21
CC1C=CC(C)C(C(=O)O)C1C(=O)O (centres undefined)	3	-1.2	0.0	-2	-13	-1.4	-15	6	-5	12
CCn1nnc2c(=O)oc3ccccc3c21	-2	i	0.2	-23	3	·	12	7	10	2
O=C(Nc1cccc(-c2cc3ccccc3oc2=O)c1)c1ccc(Br)o1	1	·	3.4	-6	-58	1.1	9	-8	-5	24
CN(C)CCNC(=O)C(=O)NCC1OCCN1S(=O)(=O)c1ccc(F)cc1 (centres undefined)	1	-0.4	·	·	·	0.1	·	-2	·	3
COc1cc(C(=O)CSc2nnc(-c3ccc(O)cc3)n2CC2CCCO2)ccc1NC(C)=O (centres undefined)	-1	-0.4	2.0	-10	-6	-1.8	37	0	-2	6
Cc1nnc(C)n1/N=C/c1ccc(C(=O)O)cc1	1	-1.3	-1.1	·	10	-1.3	-18	4	2	2
N#Cc1ccc(OCC(=O)N2CCN(S(=O)(=O)c3cccc(Cl)c3)CC2)cc1	2	-2.6	-4.0	-10	4	-1.0	·	1	·	3

Additional entries.
SMILES	Mtb FBA inh	Vc quorum ag	Mtb UGM inh	PriA SSB inh	Rv3671c protease	BioA inh	VHR inh abs	MazEF act	3CLpro inhibitor	GDH-TPI counter
CC(OC(=O)c1nccnc1N)C(=O)Nc1ccc(S(=O)(=O)N2CCCC2)cc1 (centres undefined)	142*	i	·	-15	-1	·	·	-1	·	8
CCOC(=O)c1sc(NC(=O)CN2CCCC2)c(C(=O)OCC)c1C	0	i	2.0	-1	-6	·	11	-2	-2	3
O=C(CCN1C(=O)[C@H]2CC=CC[C@H]2C1=O)NCc1nc(-c2ccccc2)no1	-4	i	4.9	-8	-3	-2.3	6	-8	8	5
C/C(=N\NC(=S)Nc1c(C)cccc1C)c1ccc(O)cc1	6	i	1.1	·	-10	-1.5	9	-2	2	6
CSc1cccc(NC(=O)C2C3C=CC4(O3)C2C(=O)N(CCCN2CCOCC2)C4C(=O)NC2CCCCC2)c1 (centres undefined)	2	0.0	-1.3	10	-3	-1.2	21	9	0	0
O=C(NCc1ccccc1)Nc1cccn(Cc2ccc(Cl)cc2)c1=O	2	i	0.0	-24	6	·	-1	-3	5	-4
O=C(Nc1nccs1)c1ccc(-c2ccc([N+](=O)[O-])cc2)o1	0	-0.4	20*	-10	1	-1.8	22	3	-2	5
O=C(Cc1ccccc1F)Nc1nc(-c2cccs2)cs1	1	0.7	0.6	-16	0	-0.5	14	0	1	8
COc1ccccc1C=NN=C1c2ccccc2-c2ccccc21	2	i	·	4	·	·	·	1	·	-6
Cc1c[n+]([O-])cc(C)c1Oc1ccccc1	1	-4.3	0.4	3	1	-0.6	·	2	·	9
Nc1nc(-c2ccc(Br)cc2)cc(C(F)(F)F)n1	1	0.5	-2.3	-10	-1	0.1	43	-4	3	-3
Cc1cc(C)cc(N(CCC#N)C(=O)COC(=O)c2ccccc2SCC(=O)N2CCCC2)c1	0	-0.8	-4.2	6	·	1.3	-17	1	0	0
c1ccc(CN2CCN(c3ncnc4c3[nH]c3ccccc34)CC2)cc1	1	-0.2	-1.8	6	-13	0.9	15	10	2	12
O=C(NC1CCN(C(=S)Nc2ccc(F)cc2)CC1)c1ccco1	2	i	1.1	-3	-10	1.7	26	-20	1	2
O=C1CC2(CCCC2)Oc2ccccc21	0	0.8	-2.9	-5	-23	-1.2	·	-6	·	9
O=c1c(-c2ccco2)[n+]([O-])c2ccccc2n1OCc1c(F)cccc1F	0	i	5.2	-1	8	-0.3	17	2	4	4
Cc1ccc(S(=O)(=O)CCC(=O)OCc2ccc(S(=O)(=O)C(C)C)cc2)cc1	3	1.1	-6.7	6	1	·	-14	-4	2	-2
COc1ccc(-c2cc(C3CCN(c4ccc(C(C)=O)cc4[N+](=O)[O-])CC3)[nH]n2)cc1	-5	-2.5	-0.4	16	-18	16	19	3	-1	19
CC(C)c1ccc(OC(=O)c2ccc3c(=O)n4c(nc3c2)CCC4)cc1	0	0.2	0.9	-12	-12	-1.3	·	-3	·	3
Cn1c(=O)[nH]c(=O)c2c1nc1n2CC(COc2ccc3ccccc3c2)O1 (centres undefined)	2	-0.1	-1.1	-9&-3	-2	·	-8	10	0	-4
Fc1ccc(-c2csc3[n+]2CCS3)cc1	2	3.1	-2.8	-5	-5	2.2	-1	-3	1	0
O=C(CSCc1cccc(CSCC(=O)Nc2ccc3ccccc3c2)n1)Nc1ccc2ccccc2c1	2	i	-2.3	9	-9	-1.4	29	-5	-4	-5
CCOc1ccc(S(=O)(=O)NCCc2ccccn2)cc1	-2	-4.3	4.5	-12	-3	-2.4	·	-1	·	8
COc1ccc(S(=O)(=O)N2CCCCCC2)cc1N(C)S(=O)(=O)c1ccc(Cl)cc1	-1	i	1.4	3	-4	-0.4	23	-3	0	-6
Cc1ccc2occ(/C=C/C(=O)O)c(=O)c2c1	-1	i	-1.7	8	3	-0.1	31	-2	-2	0

Record cards (already shown).
C/C(=N\NC(=S)Nc1c(C)cccc1C)c1ccc(O)cc1 as listed: Mtb FBA inh = 6; Vc quorum ag = i; Mtb UGM inh = 1.1; PriA SSB inh = ·; Rv3671c protease = -10; BioA inh = -1.5; VHR inh abs = 9; MazEF act = -2; 3CLpro inhibitor = 2; GDH-TPI counter = 6
O=C1CC2(CCCC2)Oc2ccccc21 as listed: Mtb FBA inh = 0; Vc quorum ag = 0.8; Mtb UGM inh = -2.9; PriA SSB inh = -5; Rv3671c protease = -23; BioA inh = -1.2; VHR inh abs = ·; MazEF act = -6; 3CLpro inhibitor = ·; GDH-TPI counter = 9
COc1ccc(-c2cc(C3CCN(c4ccc(C(C)=O)cc4[N+](=O)[O-])CC3)[nH]n2)cc1 as listed: Mtb FBA inh = -5; Vc quorum ag = -2.5; Mtb UGM inh = -0.4; PriA SSB inh = 16; Rv3671c protease = -18; BioA inh = 16; VHR inh abs = 19; MazEF act = 3; 3CLpro inhibitor = -1; GDH-TPI counter = 19

(continued)
SMILES	Mtb FBA inh	Vc quorum ag	Mtb UGM inh	PriA SSB inh	Rv3671c protease	BioA inh	VHR inh abs	MazEF act	3CLpro inhibitor	GDH-TPI counter
CCc1nc2ccc(C(=O)NCCOc3ccc(OC)cc3)cn2c1N(C)CCCc1ccccc1	-2	0.5	·	·	·	-1.2	·	·	·	-11
COc1ccccc1NC(=O)CC1S/C(=N/N=C(\C)C2CCCCC2)NC1=O (centres undefined)	-2	-1.3	1.9	·	2	0.9	5	-1	-2	8
Cc1nn(C)c(Cl)c1CN1CCCC(C(=O)Nc2cccc(-n3cccn3)c2)C1 (centres undefined)	3	-2.9	-0.8	13	3	2.6	11	3	-1	15
CN(Cc1ccc(C(C)(C)C)cc1)C(=O)C1CCN(C(=O)Nc2ccccc2)CC1	0	-0.3	-2.1	9	8	3.1	·	-3	·	-14
COc1cccc(CC2(CO)CCCN(Cc3ccc4c(c3)OCCO4)C2)c1 (centres undefined)	-5	-0.1	-4.5	-1	-4	0.9	18	-2	-5	5
Cc1ncoc1C(=O)NCc1ccccc1Cl	-2	-0.6	-0.4	-7	-1	·	19	4	5	-7
O=C(N/N=C/C(Cl)=C\c1ccccc1)c1cccs1	1	0.9	0.8	i	-18	-0.9	10	5	-1	28
CC(C)(C)NC(=O)COc1ccc(CNc2ccc3[nH]c(=O)[nH]c3c2)cc1	65*	-1.4	-2.7	7	2	-0.3	7	2	-1	-7
O=C(C1=C(O)C(=O)N(Cc2ccco2)C1c1cccc([N+](=O)[O-])c1)c1ccco1 (centres undefined)	-2	-0.1	1.5	1	-6	1.0	18	3	3	20
O=C(c1cc([N+](=O)[O-])ccc1N1CCCC1)N1CCCC1	-17	-1.4	2.5	0	6	·	33	9	1	-1
CC(C)c1ccc(NC(=O)Nc2nc(CN)cs2)cc1	-3	i	·	·	·	-1.3	·	·	·	7
Cc1ccc(S(=O)(=O)N2CCCC2c2cccnc2)cc1 (centres undefined)	4	0.6	0.0	-13	5	-1.1	13	3	-3	3
COc1ccc(NC(=O)CSc2ncnc3sc(C)cc23)cc1	-3	i	5.1	-3	-3	0.4	7	3	3	16
COc1ccc(S(=O)(=O)N2CCC(=O)N2)cc1	-9	0.0	-3.0	-3	-5	0.3	20	2	2	-2
CC(C)CN1CCN(Cc2c[nH]c3ccccc23)CC1CCO (centres undefined)	0	-1.5	1.4	-5	-1	-0.4	6	16	-4	-2
COc1ccc(CN(Cc2ccccn2)C(=O)CN2C(=O)C(C)Oc3ccccc32)cc1 (centres undefined)	3	i	0.2	-4	-9	-1.0	19	-1	-2	3
Cc1c(Cl)cccc1NC(=O)CSc1nc2c(c(=O)[nH]1)CCCC2	·	·	-1.2	·	8	·	-11	·	4	·
N=c1c2c(-c3ccccc3)c(-c3ccccc3)oc2ncn1CCN1CCOCC1	23	7.1	0.7	16	-1	·	1	-1	-1	16
C[C@H]1CN=C(Nc2ccccc2)N1CCC1CCCC1	1	-2.2	1.0	3	-9	-1.7	5	2	-6	6
O=[N+]([O-])c1ccc(Cc2ccccn2)c([N+](=O)[O-])c1	2	-0.4	0.5	1	1	·	·	11	·	5
O=C(NCc1ccc(F)cc1Cl)C1CC(=O)N(C2CCCCCCC2)C1 (centres undefined)	-3	-0.4	-0.1	-21	-2	2.8	-14	-17	-1	-9
